High-throughput results from PubChem.
ERK EGF block: EGF-driven ERK pathway inhibition; HEK293-V1b, EGF-stimulated phospho-ERK AlphaScreen; Potency, µM (series often up to 11.5 µM), without a hit: at the top dose activity change, negative = inhibition, actives largely listed as inhibitors; actives 0.41% (n = 130,000); AID 1454; active means well fitted inhibition curve with a large enough effect; inconclusive means small, poorly fitted or top-dose-only effect, or effect the other way;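 further: plate controls were stimulated vehicle wells for no effect and unstimulated vehicle basal for full effect; nearly all actives have a fitted effect of over 55% in size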
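Concentration-response of compounds against EGF-driven ERK phosphorylation in V1b-expressing HEK293 cells; 30 min preincubation, 5 min EGF, AlphaScreen detection; Normalized to DMSO basal and 25 nM EGF.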
Starred values were filed as active, the others as inactive; ? = inconclusive; [ ] = remark or other dose. Potency means the concentration at half of the fitted maximal effect.

SMILES	ERK EGF block
CC(C)N(C(=O)CSc1nnc(NC(=O)Cc2cccs2)s1)C(C)C	-1%
Cc1cc(C)nc(NC(=O)Cc2ccc(Br)cc2)n1	-5%
O=c1[nH]c(CN2CCOCC2)nc2ccccc12	5%
COc1cc(NC(=O)c2cccnc2Sc2ccc(Cl)cc2)cc(OC)c1OC	-1%
Cc1nn(-c2ccccc2)c(N)c1N=Nc1cccnc1	2%
COc1ccc(C(=O)COc2ccc(F)cc2)c(O)c1C	-8%[57.5 µM]
Nc1ncc2c(n1)-c1ccccc1CC2	2%
O=C(COC(=O)CCc1nc2ccccc2c(=O)[nH]1)Nc1ccc2c(c1)OCO2	-5%[57.5 µM]
O=C(CNC(=O)c1ccccc1Cl)Nc1ccc(F)cc1	-1%
O=C(Cn1cnc2scc(-c3ccccc3)c2c1=O)NCc1ccco1	-4%
COCCOn1c(SCCOC)nc2ccccc2c1=O	11%[57.5 µM]
COc1ccc(C)cc1NC(=O)C1CC(=O)N(CCc2ccccc2)C1 (centres undefined)	7%
NC(=O)NCCCC(NC(=O)c1ccc(C#CC2(O)CCCCC2)cc1)C(=O)O (centres undefined)	-13%
CCOc1ccc(C(C(=O)NC2CCCCC2)N(C(=O)Cc2cccs2)c2ccc(-n3cnnn3)c(OC)c2)cc1 (centres undefined)	-2%
C=CCn1c(=S)sc2c(=O)[nH]cnc21	-8%[57.5 µM]
O=C(O)c1cnc(N2CCOCC2)nc1	-4%
COC(=O)[C@H](CCSC)NC(=O)Nc1cccc(C)c1C	7%[57.5 µM]
Cc1cccc(OCC(=O)NCC(=O)N/N=C/c2cccnc2)c1	-13%[57.5 µM]
NNC(=O)c1csc(COc2cc(Cl)cc(Cl)c2)n1	30%[57.5 µM]
CCc1ccc(NC(=O)C(CC)c2ccccc2)cc1 (centres undefined)	6%
COc1cccc(OC)c1CN(C)C(=O)c1cnccc1C(F)(F)F	-4%[57.5 µM]
Cc1cc(N/C(=N/S(=O)(=O)c2cc(F)ccc2F)c2ccccc2)n(-c2ccccc2)n1	1%
S=C(N/N=C/c1ccccc1Cl)Nc1cccc(Cl)c1Cl	-18%[57.5 µM]
COc1cc(OC)c(-c2nc3ccccc3s2)cc1OC	10%
COc1ccccc1CN1CCNC(=O)C1CC(=O)NCCc1cnccn1 (centres undefined)	3%
Going on with the list:
SMILES	ERK EGF block
COc1ccc(-c2nc3n(c(=O)c2C#N)CCS3)cc1	29%
CN1C(=O)SC(Nc2cccc3ccccc23)C1=O (centres undefined)	2%
Cc1nc2c(C(=O)NCCc3ccccc3Cl)c[nH]n2c(=O)c1Cl	-4%
COc1ccc(NC(=O)C2CCCN2C(=O)Nc2cccc(F)c2)cc1 (centres undefined)	3%
CCOC(=O)c1c(NC(=O)C2=C(C)NC(=S)NC2c2ccc(C)cc2)sc(C)c1C (centres undefined)	-13%
COCCn1c(Cc2cccn2C)nnc1SCC(=O)NCc1ccc2c(c1)OCO2	-3%
CN(C)S(=O)(=O)c1ccc(Cl)c(NC(=O)COC(=O)/C=C/c2cnc3ccccc3n2)c1	-6%[57.5 µM]
CC1CN(C(=O)C(C)N2CCN(c3cccc(Cl)c3)CC2)CC(C)O1 (centres undefined)	-13%
COC(=O)c1sccc1NC(=S)N1CCN(c2cc(C)ccc2C)CC1	4%
Cc1ccccc1/C=C/c1cc[n+](C)cc1	-7%
Cc1cc(NC(=O)COC(=O)c2cccc(O)c2)no1	21%
O=C(/C=C/c1ccccc1[N+](=O)[O-])N1CCN(C(=O)c2ccco2)CC1	5%
CCCn1c(NCc2ccccc2NS(=O)(=O)c2ccc(C)cc2)nc2ccccc21	-3%
CCN=C1SC(C(=O)Nc2cccc(Cl)c2)CC(=O)N1CC (centres undefined)	3%
O=C(COC(=O)c1c2c(nc3ccccc13)CCCCC2)NCc1ccc2c(c1)OCO2	-4%
O=C(c1ccco1)N1CCC2(CCCN(c3cccc(-c4ccccc4)c3)C2)CC1	-2%
CS(=O)(=O)N1CCC2(CCCN(C(=O)Nc3cccc(F)c3)C2)CC1	4%
C=CCn1c(SCC(=O)/C(C#N)=C(\C)N)nc2sc(CC)cc2c1=O	0%[57.5 µM]
S=C(NNc1ccnc2cc(Cl)ccc12)Nc1ccccc1Cl	4%
CCN(CC)CCCn1c(C)cc2c(c1=O)C(c1ccccc1)C(C#N)=C(N)O2 (centres undefined)	?
CCCCC(=O)Nc1ccc(C(=O)NCCc2ccccc2)cc1	-1%
Cc1ccccc1C(=O)Nc1nnc(CC(=O)N/N=C/c2cn(Cc3ccccc3)c3ccccc23)s1	-10%[57.5 µM]
O=C(CO/N=C/c1ccccc1)Nc1c(F)c(F)c(F)c(F)c1F	-8%
O=C(c1cc2ccccc2oc1=O)N(Cc1ccccc1)CC1CCCO1 (centres undefined)	5%
Cn1cc2cc(NC(N)=S)ccc2n1	-9%

Compounds above with two or more sulfur atoms, in the order listed:
SMILES	ERK EGF block
CC(C)N(C(=O)CSc1nnc(NC(=O)Cc2cccs2)s1)C(C)C	-1%
C=CCn1c(=S)sc2c(=O)[nH]cnc21	-8%[57.5 µM]
CCOC(=O)c1c(NC(=O)C2=C(C)NC(=S)NC2c2ccc(C)cc2)sc(C)c1C (centres undefined)	-13%
COC(=O)c1sccc1NC(=S)N1CCN(c2cc(C)ccc2C)CC1	4%
C=CCn1c(SCC(=O)/C(C#N)=C(\C)N)nc2sc(CC)cc2c1=O	0%[57.5 µM]

A second format for part of the listing above.
> CN1C(=O)SC(Nc2cccc3ccccc23)C1=O (centres undefined)
  ERK EGF block = 2%

> Cc1cc(N/C(=N/S(=O)(=O)c2cc(F)ccc2F)c2ccccc2)n(-c2ccccc2)n1
  ERK EGF block = 1%

Next section.
SMILES	ERK EGF block
CN(Cc1ccccc1)S(=O)(=O)c1ccc2c(c1)NC(=O)CC(=O)N2	3%
CC(C)(C)S(=O)(=O)/C(C#N)=C/Nc1ccccn1	3%[57.5 µM]
CCNC(=O)COC(=O)CCC(=O)c1ccc(F)cc1	6%[57.5 µM]
CC1=C(C(=O)OCc2ccccc2)C(c2ccc(-c3ccccc3)cc2)NC(=O)N1CCCCCC(=O)O (centres undefined)	?
NC(=O)c1cnn(-c2ccc3ccccc3c2)c1N	1%
N#C/C(=C\c1c(Cl)cccc1Cl)c1nn(-c2ccccc2)c(-n2cccc2)c1C#N	2%[57.5 µM]
CCOc1ccccc1N1CCN(Cc2cn[nH]c2-c2ccc(F)cc2)CC1	-8%[57.5 µM]
COc1cccc(C(=O)NNC(=O)c2ccccc2-n2cccc2)c1	7%
C/C(CCc1ccccc1)=N/NC(=O)C(=O)NCc1ccccc1	-7%
CCCCOCCCNC(=O)CC(C)c1ccccc1 (centres undefined)	0%
COC(CNC(=O)c1coc2nc3ccccc3nc12)OC	-7%[57.5 µM]
O=C(NCc1cccc(Cl)c1)C1CCCO1 (centres undefined)	1%
Cc1ccc(NC(=S)N(CCCN2CCN(C)CC2)Cc2cccs2)cc1	2%
Cc1ccc(C(=O)NNc2ncnc3ccccc23)cc1	4%[57.5 µM]
Cn1cc(CN2CCC(C(O)c3cccs3)CC2)c(-c2ccccc2F)n1 (centres undefined)	-10%[57.5 µM]
c1ccc(C[n+]2c(-c3ccccc3)csc2Nc2ccccc2)cc1	4%
Cc1cc(=O)n2c(-c3ccc(Cl)cc3)csc2n1	4%[57.5 µM]
CC(C)NC(=O)NC(=O)COC(=O)C1(C)CC1(Cl)Cl (centres undefined)	-4%
COc1c(O)cccc1O	4%
COc1ccc(/C=N/n2cnn(Cc3ccccc3Cl)c2=S)cc1	2%
Cc1ccc(C(=O)CSc2nnc(C)s2)cc1	-5%
CCc1c(C)nc2ncnn2c1N1CCC(C(=O)NCc2cccs2)CC1	2%
Cn1c(SCC(=O)c2ccccc2)nnc1-c1ccccn1	6%[57.5 µM]
O=C(NCc1ccccc1)Nc1cccn(Cc2ccc(F)cc2)c1=O	2%
COc1ccc(C(CC(=O)NCc2ccccc2)Sc2n[nH]c(-c3ccccc3)n2)cc1 (centres undefined)	4%
Going on with the list.
SMILES	ERK EGF block
Cc1cccc(C)c1OC[C@H](C)N	-3%[25.7 µM]
COc1ccc(C=NCC2COc3ccccc3O2)cc1OC (centres undefined)	-3%[57.5 µM]
Cc1ccc(NC(=O)c2nc[nH]c2C(=O)N2CCC(C)CC2)cc1	-33%[57.5 µM]
O=C(COC(=O)/C=C/c1ccccc1)Nc1ccccc1Br	-11%
CC1CN(C(=O)C2CCCC2)C(C)CN1C(=O)C1CCCC1 (centres undefined)	3%
CCOc1ccc(NC(=O)CSc2nc3[nH]ncc3c(=O)n2-c2ccccc2OC)cc1	10%
CC(=O)N1CCN(CC(=O)Nc2sccc2C#N)CC1	2%
COc1cc(/C=C2\SC(=S)N(N3CCOCC3)C2=O)cc(OC)c1OC	11%
CCC12CN3CC(CC)(CN(C1)C31C(=O)N(C)c3ccc(C)cc31)C2=O (centres undefined)	0%[57.5 µM]
O=C(NNC(=S)Nc1ccccc1Cl)C1CC1	-1%
COC(=O)C1=C(C(=O)OC)[C@@H]2Nc3ccccc3[C@@]23C[C@@H](C(=O)OC)N(C(=O)c2ccc(Br)cc2)C3=N1	-9%[57.5 µM]
CC(=O)/C(=N/Nc1ccccc1[N+](=O)[O-])N1CCCc2ccccc21	13µM*
CC(C)=NN1C(c2nonc2N)=NOC1(C)C	-5%[57.5 µM]
Cc1ccc(/C=N/n2cnc3sc(C)c(C)c3c2=O)o1	-4%
CCNC(=S)N1CCC(C(=O)c2ccc3c(c2)OCCO3)CC1	-4%
COc1cccc(/C=N/n2nnnc2N)c1	14%[57.5 µM]
Oc1nc(-c2ccc(Cl)cc2)n2ccncc12	3%
COc1cccc(C2=NN(C(=O)c3cccs3)C(O)(C(F)(F)F)C2)c1 (centres undefined)	?
Cc1ccccc1N=C(NOCc1ccccc1)c1nonc1N	-3%
Cc1ccc(/C=C/C(=O)NCCCn2ccnc2)cc1	2%
O=c1c2ccccc2c(C=Nc2ccccc2O)c(O)n1-c1nccs1	3%[57.5 µM]
Cc1ccc(OCCCN2C(=O)C(=O)c3cc(C)ccc32)cc1	-1%
O=[N+]([O-])c1cccc(-c2n[nH]c(=S)n2-c2ccc(Br)cc2)c1	-8%
CCOc1ccc(Cn2nnc(C(=O)NCc3ccc(OC)cc3)c2N)cc1	5%
COc1cc(C)c(Cc2cnc(N)nc2N)cc1OC	-2%[57.5 µM]

Looked up by compound from the list above, 5 records:
SMILES	ERK EGF block
Cc1ccc(/C=N/n2cnc3sc(C)c(C)c3c2=O)o1	-4%
CC(=O)/C(=N/Nc1ccccc1[N+](=O)[O-])N1CCCc2ccccc21	13µM*
CC(=O)N1CCN(CC(=O)Nc2sccc2C#N)CC1	2%
O=C(COC(=O)/C=C/c1ccccc1)Nc1ccccc1Br	-11%
COc1cc(C)c(Cc2cnc(N)nc2N)cc1OC	-2%[57.5 µM]

Additional results
SMILES	ERK EGF block
O=C(c1cccs1)N1N=C(c2ccc(O)cc2)CC1c1ccccc1 (centres undefined)	-3%
Cc1csc(NC(=O)c2cc(-c3ccco3)nc3ccccc23)n1	1%
Cc1ccc(O)c(C(=O)c2cc(C#N)c(=O)n(-c3nccs3)c2)c1	-23%
O=C(NCCc1ccccc1)C(c1ccncc1)N(C(=O)c1csnn1)C1CC1 (centres undefined)	5%
COc1ccccc1C(=O)COC(=O)c1ccccc1OCC(=O)Nc1ccc(SC(F)F)cc1	-7%
O=C(c1csnn1)N1CCC2(CC1)CN(C(c1ccccc1)c1ccccc1)C2	0%
CN(Cc1ncc[nH]1)Cc1cn(-c2ccccc2)nc1-c1ccc2c(c1)OCO2	8%[57.5 µM]
O=C(COC(=O)c1ccc2ncsc2c1)NC(=O)c1ccccc1	11%
COc1ccc(S(=O)(=O)N(C)C)cc1NC(=O)CSc1nnc(-c2cccnc2)o1	-2%
O=C(Nc1cnn(Cc2ccc(F)cc2)c1)c1cc(-c2ccco2)on1	11%
Cc1ccc(CN2C(=O)N/C(=C/c3cc(C)n(-c4ccccn4)c3C)C2=O)cc1	-5%
Cc1cc(C)c(/C=C(\C#N)C(N)=S)c(C)c1	12%
CCc1ccc2c(c1)/C(=N/OC)C(=O)N2	-3%
O=C(CC(=O)N/N=C/c1ccccc1)NCc1ccccc1	0%
O=[N+]([O-])c1ccc(C(=S)N2CCC(Cc3ccccc3)CC2)cc1	?
O=C(Nc1cccc(Cl)c1)Nc1cc(S(=O)(=O)N2CCOCC2)ccc1N1CCCC1	6%
CCN(CC)CCCn1c(-c2ccccc2)nc2c(NCc3ccccc3)nc(C)nc21	7%
O=C(CSc1n[nH]c(=O)n1C1CC1)N1N=C(c2ccc(Cl)cc2)CC1c1ccco1 (centres undefined)	1%[57.5 µM]
C[C@@H]1CN(CCCn2c3ccccc3c3ccccc32)C[C@H](C)N1	2%[57.5 µM]
COc1ccc(CNC(=O)COC(=O)/C=C/c2cccs2)cc1	1%
N#CC1=C2N=C(N)c3ccccc3N2C2=C(C(=O)CCC2)C1c1ccc(F)cc1 (centres undefined)	4%[57.5 µM]
NC(=S)Nc1nc2ccccc2s1	-6%
COc1ccc2c(c1)C(=O)[C@H](OC(=O)NCCOc1ccccc1)[C@@H](c1ccc(OC)c(Br)c1)O2	-3%
O=C(NCCCN1CCN(CCCNC(=O)c2cccc([N+](=O)[O-])c2)CC1)c1cccc([N+](=O)[O-])c1	2%
COc1cc(/C=N/NC(=O)c2ccc(-n3cccc3)cc2)ccc1O	-2%
CC(C)(C)SCCNC(=O)Nc1ccccc1	5%

These rows are one share of the data; rates above refer to the full screens.
